Assay outcomes deposited in PubChem BioAssay by Sanford-Burnham Center for Chemical Genomics.
Gli-Sufu block = Gli-Sufu pathway antagonism; Sufu-KO-LIGHT fibroblasts, Gli luciferase reporter luminescence; hit rate 0.74% among 340,000; inhibition, % at 5 µM;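 active = inhibition above about 55%, limit read from the data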;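 also: 0% = DMSO-treated cells and 100% = wells with medium but no cells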
CXCR6 inh = inhibitors of human CXCR6 receptor; AID 602244; O00574; hit rate 0.36% among 360,000; inhibition, % at 20 µM; CHO-K1 PathHunter CXCR6 beta-arrestin, luminescence; in the data active = inhibition above about 34%, passing the limit was not always enough;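 also: antagonist mode with CXCL16 agonist at 10 nM final; 0% = 10 nM CXCL16 with DMSO and 100% = unstimulated wells without agonist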
CCR6 antag = CCR6 (human) receptor antagonism | CHO-K1 CCR6 PathHunter beta-arrestin, luminescence, CCL20-stimulated | inhibition, % at 20 µM | hit rate 0.49% among 340,000;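 active = compounds whose inhibition of the agonist-driven luminescence signal at 20 µM reaches about 50%, limit read from the data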;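 also: cells stimulated with CCL20 at 14 nM final; plate controls were DMSO with CCL20 for no effect and DMSO without agonist for full effect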
Target sequence (P51684 whole entry, looked up): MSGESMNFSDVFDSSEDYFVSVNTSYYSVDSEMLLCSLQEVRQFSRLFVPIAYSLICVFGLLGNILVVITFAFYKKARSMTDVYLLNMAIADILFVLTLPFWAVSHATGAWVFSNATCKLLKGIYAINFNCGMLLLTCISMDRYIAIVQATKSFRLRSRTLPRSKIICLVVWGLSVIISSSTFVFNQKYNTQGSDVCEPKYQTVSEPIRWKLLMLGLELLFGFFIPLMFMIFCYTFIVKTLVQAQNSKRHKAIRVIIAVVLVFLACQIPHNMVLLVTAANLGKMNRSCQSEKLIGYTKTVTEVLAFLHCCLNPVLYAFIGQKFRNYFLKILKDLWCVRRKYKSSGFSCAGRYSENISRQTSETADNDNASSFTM
EBI2 block = blocks human EBI2 receptor beta-arrestin signaling; P32249; EBI2 beta-arrestin recruitment, luminescence, 7a,25-OHC stimulated; inhibition, % at 5 µM; hit rate 0.81% among 360,000; AID 651636; in the data active = inhibition above about 38%;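 also: enzyme fragment complementation signal reports receptor beta-arrestin coupling in cells; 0% = agonist plus DMSO wells and 100% = wells without agonist; some results beyond the cut were filed as inactive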
Target sequence (P32249 whole entry, looked up, the tested form may be a part): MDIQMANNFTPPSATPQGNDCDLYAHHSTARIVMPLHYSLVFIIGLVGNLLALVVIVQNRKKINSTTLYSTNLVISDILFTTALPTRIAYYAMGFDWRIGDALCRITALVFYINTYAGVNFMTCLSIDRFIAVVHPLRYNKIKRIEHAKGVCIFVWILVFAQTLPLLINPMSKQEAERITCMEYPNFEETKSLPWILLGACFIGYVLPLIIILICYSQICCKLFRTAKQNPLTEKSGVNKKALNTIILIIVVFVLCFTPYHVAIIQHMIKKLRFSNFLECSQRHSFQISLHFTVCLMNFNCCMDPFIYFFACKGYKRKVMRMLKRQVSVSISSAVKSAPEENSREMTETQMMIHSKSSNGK
697 NFkB inh = inhibitors of the PMA/ionomycin-induced NF-kB reporter in 697 B cells | 697 B-cell NF-kB luciferase reporter, 16 h | inhibition, % at 4 µM | hit rate 0.33% among 330,000; in the data active = inhibition above about 35%
Jurkat NFkB inh = inhibitors of the PMA/ionomycin-induced NF-kB reporter in Jurkat cells; PMA/ionomycin-induced NF-kB luciferase reporter, luminescence; inhibition, % at 4 µM; hit rate 0.53% among 330,000; in the data active = inhibition above about 50%
APJ antag = blocks the human apelin receptor APJ; AID 2521; hit rate 0.32% among 330,000; CHO-K1 APJ beta-arrestin complementation, luminescence; P35414; inhibition, % at 20 µM;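 active = inhibition above about 40% at 20 µM, limit read from the data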;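 also: cells challenged with 10 nM apelin-13 agonist together with compound; plate controls were apelin-13 plus DMSO wells for no effect and DMSO wells lacking apelin-13 for full effect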
UBC13 inh = human UBC13 polyubiquitination inhibition; hit rate 0.47% among 330,000; P61088; UBC13 polyubiquitin chain formation, TR-FRET; inhibition, % at 20 µM; in the data active = inhibition above about 45%, passing the limit was not always enough
Target sequence (P61088 whole entry, looked up): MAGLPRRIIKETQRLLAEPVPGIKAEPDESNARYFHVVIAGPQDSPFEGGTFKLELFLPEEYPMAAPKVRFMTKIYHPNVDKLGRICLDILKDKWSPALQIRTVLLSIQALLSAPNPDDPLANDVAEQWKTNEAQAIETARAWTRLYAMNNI
Numbers without * were called inactive; x = no result given.

SMILES	Gli-Sufu block	CXCR6 inh	CCR6 antag	EBI2 block	697 NFkB inh	Jurkat NFkB inh	APJ antag	UBC13 inh
O=c1[nH]c(Cc2cccs2)nc2scc(-c3ccc(Cl)cc3)c12	-19	-1	9	29	-52	-20	-22	-5
Cc1ccc2nc(SCC(=O)Nc3ccc(F)c([N+](=O)[O-])c3)[nH]c2c1	5	-9	20	-16	13	-12	5	-19
CS(=O)(=O)N1CCN(C(=O)COc2ccc3ccccc3c2)CC1	1	1	7	79*	19	3	-9	1
Cc1cccc(CN2CCSCC2)c1	4	-9	2	-9	4	1	12	2
c1ccc(Nc2cc(Nc3ccccc3)[nH]n2)cc1	-11	-10	-17	20	-15	-7	-5	3
CCN1CCCC1CN(Cc1cc2ccc(C)cc2[nH]c1=O)C(=S)Nc1ccccc1C(=O)OC (stereo unspecified)	8	12	-3	8	-52	-18	-15	9
C=CCNC(=O)C1CC2Cn3c(nc4cc(Cl)c(Cl)cc43)C2N1C (stereo unspecified)	-8	5	2	-6	19	5	-54	-2
CC1(C(=O)NNC(=O)c2cccc([N+](=O)[O-])c2)CC1(Br)Br (stereo unspecified)	-15	7	10	-3	7	-6	-4	0
CC(NC(=O)c1cccnc1)C(c1cccs1)N1CCN(c2ccccc2F)CC1 (stereo unspecified)	-2	-10	-1	6	-4	3	-2	10
O=C(Cn1[nH]c(=O)c2ccccc2c1=O)N1CCN(S(=O)(=O)c2ccc(Cl)cc2)CC1	6	4	9	6	14	-26	22	0
NC(=O)C1(Nc2ccc(-c3ccc(Cl)cc3)cc2)CCCC1	-42	-1	13	8	x	x	x	x
O=C(CSC(=S)N1CCCC1)c1cc(Br)cc(Br)c1O	85*	x	11	x	-30	6	21	-7
CCOc1cc(C(=S)N2CCOCC2)ccc1O	0	0	0	-16	14	6	-3	2
Cc1ccc2ncccc2c1NS(=O)(=O)c1ccccc1	5	1	6	6	6	3	-2	8
CCc1nnc(SCc2ccc(C(=O)OC)o2)n1N	-6	-2	-4	-12	27	11	-3	3
Cc1c(NC(=O)c2ccc(N3CCCC3)c([N+](=O)[O-])c2)cccc1-c1nc2ccccc2s1	-1	14	29	4	16	-3	2	-1
CCC(NC(=O)c1ccc(C#CC2(O)CCCCC2)cc1)C(=O)O (stereo unspecified)	-6	10	-2	0	21	15	-1	7
NC(=O)c1ccc(Sc2nnc(-c3cccs3)n2CC2CCCO2)c([N+](=O)[O-])c1 (stereo unspecified)	-2	-12	-6	-24	16	8	-28	-8
CCOc1ccc(NC(=O)CN(C)C(=O)c2cccc(S(=O)(=O)N3CCN(C)CC3)c2)cc1OCC	-2	-4	15	1	x	x	x	x
Cn1c(=O)c2c(ncn2CCN(CCO)Cc2ccccc2)n(C)c1=O	1	-1	-13	-10	13	10	20	4
COc1ccc(OC)c(Nc2nc(NCc3ccco3)nc(N)c2[N+](=O)[O-])c1	34	-4	9	-1	14	-18	4	-8
S=C(Nc1ccccc1)N1CCCCCCC1	0	3	5	-6	16	-4	-7	-3
CC(=O)c1c(C)[nH]c(C(=O)OCC(=O)Nc2c(C)cccc2C)c1C	20	-4	-8	-9	-15	27	-5	6
CCC(=O)N1CCc2cc(Br)cc(S(=O)(=O)NCCCN(CC)Cc3ccccc3)c21	0	11	-2	-5	-3	20	13	4
NC(=O)C1CCN(C(=O)C2CCC(=O)N(C3CCCCCC3)C2)CC1 (stereo unspecified)	1	-8	3	-10	0	-24	3	-6
CC(C)N(C(=O)COC(=O)c1ccccc1C(=O)c1ccc(Cl)c([N+](=O)[O-])c1)C(C)C	4	20	27	46*	-11	-7	6	-5
CCCCN(C(=O)c1cc2ccccc2o1)c1c(N)n(CCCC)c(=O)[nH]c1=O	4	5	11	-1	7	-2	1	4
CCOc1ccc(C(=O)C(c2ccccc2)N2CCOCC2)cc1 (stereo unspecified)	-3	-5	12	-10	0	-3	0	-9
COc1ccc(-n2c(SCC(=O)O)nc3sc4c(c3c2=O)CCC4)cc1	-4	0	3	-9	-5	-7	-30	-9
N=c1sccn1CC(=O)Nc1ccccc1Cc1ccccc1	-1	-3	-2	-4	6	-5	18	-9
COc1ccccc1NC(=O)C(NC(=O)OC(C)(C)C)C(C)OCc1ccccc1 (stereo unspecified)	-2	0	8	8	2	-2	11	14
COC(=O)C1CCN(c2nc3ccccc3nc2C(C#N)C(=O)NCCc2ccccc2)CC1 (stereo unspecified)	-9	10	26	67*	22	1	18	-11
O=C(N/N=C/c1cccc([N+](=O)[O-])c1)c1cnccn1	3	-4	15	-4	-16	-2	2	-8
CCCCNC(=O)CN(c1ccc(Cl)c(Cl)c1)S(C)(=O)=O	0	2	17	-9	-7	7	3	-6
Cc1nc(NCc2ccc3c(c2)OCO3)c2oc3ccccc3c2n1	4	-7	4	-8	16	4	-23	5
COc1ccc([C@H]2CC(=O)C=C(C#CC(C)(C)C)C2)cc1	-25	-18	14	66*	-7	-15	-12	2
CNC(=S)NNC(=O)c1sccc1OCc1ccc(C)cc1	6	0	-6	-4	-21	-8	-5	-8
CN(C)CCNc1c2c(nc3nnnn13)CCCC2	10	0	6	4	5	-18	-3	0
CC(=O)C1=C(O)C(=O)N(CCc2c[nH]c3ccccc23)C1c1ccc(C)cc1 (stereo unspecified)	-4	-5	6	0	14	-4	-2	7
Cc1nn(-c2ccccc2)c(C)c1C(=O)OCC(=O)NC(=O)NC1CCCCC1	-7	7	-17	8	14	3	3	9
COc1ccc(OC)c(-n2c(-c3ccc(O)cc3O)n[nH]c2=S)c1	2	5	5	3	-3	1	-5	-4
CN1/C(=C\C(=O)c2cccnc2)Sc2ccccc21	-44	2	-2	-8	-77	-77	6	-3
CCOC(=O)c1sc(NC(=O)c2ccc(S(=O)(=O)N3CCOCC3)cc2)cc1C	6	4	25	12	-1	10	22	17
C=C(C)C1CC=C(CN2CCC(C(=O)OCC)CC2)CC1 (stereo unspecified)	-1	0	15	-9	13	-2	3	-5
COc1cc(C(=O)Nc2cc(-c3ccccc3)[nH]n2)cc(OC)c1OC	9	-11	10	16	29	7	-7	9
Cc1c(C(=O)c2ccc(Cl)c([N+](=O)[O-])c2)c2ccccn2c1CCC#N	5	11	17	-1	10	18	11	0
CCOC(=O)c1ccc(N2C(=O)c3n[nH]c(C)c3C2c2ccccn2)cc1 (stereo unspecified)	-9	4	7	2	5	0	-38	-7
COc1ccccc1NC(=O)c1ccc(SCC(=O)NCc2ccccc2Cl)c([N+](=O)[O-])c1	8	8	27	5	-14	5	-6	-16
Cc1cccc(COCC(CC(C)C)N2CCN(C(=O)c3ccc(C(C)(C)C)cc3)CCC2=O)c1 (stereo unspecified)	11	13	5	15	19	25	6	6
CCOC(=O)CN1C(=O)N[C@@H](c2cccc(C(F)(F)F)c2)[C@H](C(C)=O)[C@H]1C	-4	-4	2	-4	-13	-19	-15	-3
Later entries:
SMILES	Gli-Sufu block	CXCR6 inh	CCR6 antag	EBI2 block	697 NFkB inh	Jurkat NFkB inh	APJ antag	UBC13 inh
O=C(CC12CC3CC(CC(Br)(C3)C1)C2)NC1CCCC1	31	-2	5	-5	8	2	9	-4
COc1cccc(C2C(C#N)=C(N)N(N(C)C)C3=C2C(=O)CC(C)(C)C3)c1OC (stereo unspecified)	22	-10	13	-4	3	15	15	4
Cc1n[nH]c(C)c1S(=O)(=O)N1CCN(c2ccccn2)CC1	2	-6	16	-2	-1	-2	2	-3
CCN(C(=O)c1ccco1)c1nc(CC(=O)Nc2ccc(Cl)cc2)cs1	7	13	20	7	-5	-3	12	17
COc1cc(C=O)ccc1OC(=O)Nc1ccccc1	-7	2	-4	-9	-2	-9	0	-5
CCOC(=O)c1ccc(-c2n[nH]c(=O)c3ccccc23)cc1	10	2	18	-19	-52	-12	10	-7
CCc1ccc(NC(=O)[C@H](C)NC(=O)C2CCN(C(=O)[C@@H](NC(=O)OC(C)(C)C)C(C)C)CC2)cc1	30	-3	0	3	-36	-27	15	-5
O=C(Cc1cccs1)Nc1nnc(SCC(=O)NC2CCCCC2)s1	2	5	-1	-8	-19	13	-5	-5
CCC(C)NCCOc1cc(C)cc(C)c1C (stereo unspecified)	11	0	13	3	-3	-6	4	1
COc1ccccc1N(CC(=O)Nc1cc(S(=O)(=O)N(C)C)ccc1C)S(=O)(=O)c1cccs1	4	3	15	10	-28	-11	-7	0

15 consecutive records out of the list so far, for reference:
SMILES	Gli-Sufu block	CXCR6 inh	CCR6 antag	EBI2 block	697 NFkB inh	Jurkat NFkB inh	APJ antag	UBC13 inh
CCOC(=O)c1sc(NC(=O)c2ccc(S(=O)(=O)N3CCOCC3)cc2)cc1C	6	4	25	12	-1	10	22	17
C=C(C)C1CC=C(CN2CCC(C(=O)OCC)CC2)CC1 (stereo unspecified)	-1	0	15	-9	13	-2	3	-5
COc1cc(C(=O)Nc2cc(-c3ccccc3)[nH]n2)cc(OC)c1OC	9	-11	10	16	29	7	-7	9
Cc1c(C(=O)c2ccc(Cl)c([N+](=O)[O-])c2)c2ccccn2c1CCC#N	5	11	17	-1	10	18	11	0
CCOC(=O)c1ccc(N2C(=O)c3n[nH]c(C)c3C2c2ccccn2)cc1 (stereo unspecified)	-9	4	7	2	5	0	-38	-7
COc1ccccc1NC(=O)c1ccc(SCC(=O)NCc2ccccc2Cl)c([N+](=O)[O-])c1	8	8	27	5	-14	5	-6	-16
Cc1cccc(COCC(CC(C)C)N2CCN(C(=O)c3ccc(C(C)(C)C)cc3)CCC2=O)c1 (stereo unspecified)	11	13	5	15	19	25	6	6
CCOC(=O)CN1C(=O)N[C@@H](c2cccc(C(F)(F)F)c2)[C@H](C(C)=O)[C@H]1C	-4	-4	2	-4	-13	-19	-15	-3
O=C(CC12CC3CC(CC(Br)(C3)C1)C2)NC1CCCC1	31	-2	5	-5	8	2	9	-4
COc1cccc(C2C(C#N)=C(N)N(N(C)C)C3=C2C(=O)CC(C)(C)C3)c1OC (stereo unspecified)	22	-10	13	-4	3	15	15	4
Cc1n[nH]c(C)c1S(=O)(=O)N1CCN(c2ccccn2)CC1	2	-6	16	-2	-1	-2	2	-3
CCN(C(=O)c1ccco1)c1nc(CC(=O)Nc2ccc(Cl)cc2)cs1	7	13	20	7	-5	-3	12	17
COc1cc(C=O)ccc1OC(=O)Nc1ccccc1	-7	2	-4	-9	-2	-9	0	-5
CCOC(=O)c1ccc(-c2n[nH]c(=O)c3ccccc23)cc1	10	2	18	-19	-52	-12	10	-7
CCc1ccc(NC(=O)[C@H](C)NC(=O)C2CCN(C(=O)[C@@H](NC(=O)OC(C)(C)C)C(C)C)CC2)cc1	30	-3	0	3	-36	-27	15	-5

The list continues:
SMILES	Gli-Sufu block	CXCR6 inh	CCR6 antag	EBI2 block	697 NFkB inh	Jurkat NFkB inh	APJ antag	UBC13 inh
CCN(CC)Cc1c(O)ccc2c(-c3ccccc3)cc(=O)oc12	10	-26	7	-4	-8	3	13	3
Cc1scc(C(=O)NNC(=O)CCC(=O)O)c1C	-6	5	-3	-8	9	0	-5	1
CC(/C=N/NC(=O)c1cccnc1)=C\c1ccco1	43	1	2	-6	-28	-27	-16	-11
CC(NC(=O)c1cc(S(=O)(=O)N2CCOCC2)ccc1F)c1ccc(-n2ccnc2)cc1 (stereo unspecified)	-3	1	0	-6	23	7	-3	3
CCCCn1c(N)c(N(CCOC)C(=O)c2ccc3c(c2)C(=O)N(c2cc(C)ccc2C)C3=O)c(=O)[nH]c1=O	0	-4	-5	1	20	10	-3	-19
O=C1CC(N(O)c2ccccc2)C(=O)N1c1cc(Cl)cc(Cl)c1 (stereo unspecified)	-1	-10	9	1	-22	0	-19	-13
CSc1ccc(CNCCCN(C)C)cc1	12	3	10	-11	8	5	-5	9
Cn1c(N/N=C2\CCCc3ccccc32)nc2c1c(=O)n(Cc1ccc(F)cc1)c(=O)n2C	-2	-7	-6	-1	x	x	x	x
